Source: PubChem (National Center for Advancing Translational Sciences (NCATS))
S3 lipid droplet – qHTS Assay for Lipid Storage Modulators in Drosophila S3 Cells; Drosophila S3 cells, BODIPY lipid droplet fluorescence, 18-24 h; cells fed with added oleic acid; lipid storage change, negative = inhibition, % at the top dose, mostly 46.1 µM; hits show Potency in µM; AID 2685; 320,000 compounds, 0.64% hits; active = well fitted inhibition curve with a large enough effect in the signal ratio, with a control signal flat, not every such curve was filed as active; inconclusive = small, poorly fitted or top-dose-only effect, or effect the other way, or a change in a side signal; the % refers to the signal ratio
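Drosophila S3 cells loaded with oleic acid (400 uM, as added) and compounds at several concentrations; lipid droplets imaged by 488-nm laser-scanning cytometry, 500–530 nm intensity and object ratio to cell channel. Percent activity normalized to 20 uM Triacsin C.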
S3 lipid droplet cell count max – second read-out of S3 lipid droplet, no call of its own (marks repeat the call); cell number change, %; measured here: cell count max response;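 cells counted by Cell Tracker Red CMTPX staining in the red channel; peak over a dose series mostly up to 46.1 µM; percent activity relative to internal control wells on each plate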
* marks the source's active call; other numbers are inactive results; i = inactive; ? = inconclusive; · = not tested or not shown; [ ] = dose if it differs, or a comment. % is set by controls: 0 for no effect and ±100 for the full control effect; potency is the fitted concentration of half-maximal effect. An excerpt; count on the stated rates, not on these rows.

SMILES | S3 lipid droplet | S3 lipid droplet cell count max
COc1cc(Br)c(-c2sc(Nc3ccccc3)n[n+]2-c2ccc(F)cc2)cc1OC | -16% | -13
O=C(CCc1nc2ccccc2c(=O)[nH]1)NCCN1C(=O)S/C(=C\c2ccccc2Cl)C1=O | ? | ·
Cc1[nH]c(C)c(S(=O)(=O)N2CCN(c3ccccc3)CC2)c1C(=O)N1CCCCC1 | -25% | ·
COc1ccc(C(CNC(=O)C(=O)Nc2ccc3c(c2)OCCO3)N2CCN(C)CC2)cc1 (stereo not given) | -2%[0.0737 µM] | ·
CCn1c(SCC(=O)NNC(=O)Cc2ccccc2)nnc1-c1ccccc1 | -1% | -22
CCOP(=O)(OCC)C(Nc1cccc([N+](=O)[O-])c1)c1ccc(OC)cc1 (stereo not given) | ? | ·
CS(=O)(=O)N(CC(=O)N/N=C/c1ccccn1)c1ccc(Oc2ccccc2)cc1 | 18% | -4
COc1ccccc1NC(=O)CNC(=O)c1ccccc1C | ? | ·
Cc1cc(C)n(-c2ccc(NC(=O)C3CCCCN3C(=O)c3cccs3)cc2)n1 (stereo not given) | ? | ·
O=S(=O)(NN=C1CCCCCCC1)c1ccc(Br)cc1 | -2% | -9
CCOC(=O)c1c(C)[nH]c(C(=O)C(C)OC(=O)c2cccc(OCc3c(C)noc3C)c2)c1C (stereo not given) | i | -14
C=C1CCN([C@H](C(=O)Nc2ccc(OC)cc2)C(C)C)S(=O)(=O)c2ccccc21 | -2% | -6
Cc1cc(NC(=O)c2ccc3c(c2)C(=O)N(Cc2cccnc2)C3=O)no1 | i | -5
Cc1ccc(NC(=O)COc2ccc(/C=N\NC(=O)c3cccnc3)cc2)cc1C | ? | ·
COc1ccc(CNC(=O)CSc2n[nH]c(N)n2)cc1OC | i | ·
CC1CCCCN1CC(O)COc1ccc(OCC(O)CN2CCCCC2C)cc1 (stereo not given) | -16% | 8
Cc1cc(C)cc(OCC(=O)O/N=C(\N)c2ccccn2)c1 | ? | ·
O=C(CN1CCN(S(=O)(=O)c2ccc(F)cc2)CC1)c1ccc(O)c(O)c1 | 6% | 1
COc1cccc2c1Oc1ncccc1N(C(=O)CCC(=O)NCc1ccc(C)cc1)C2 | i | -22
CCCn1c(C)cc(C(=O)CN2C(=O)c3cccc(N)c3C2=O)c1C | ? | ·
Cc1ccc2c(c1)CCCN2C(=O)CSc1ccccc1 | -16% | -2
CCc1cccc(NC(=O)CCCn2nc(CC)n3c(cc4occc43)c2=O)c1 | 21µM* | -27*
O=C(NCCCN1CCCCC1)C1CCN(S(=O)(=O)N2CCC3(CC2)OCCO3)CC1 | i | -12
CC(=O)c1ccc(N(CC(=O)NC2CCCCC2)C(=O)c2csnn2)cc1 | -3% | 0
CS(=O)(=O)N1CCc2cc(S(=O)(=O)NCCNS(=O)(=O)c3ccc4c(c3)CCN4S(C)(=O)=O)ccc21 | ? | ·

An excerpt of these results, with values under each structure.
Results follow in this order: S3 lipid droplet | S3 lipid droplet cell count max
CCn1c(SCC(=O)NNC(=O)Cc2ccccc2)nnc1-c1ccccc1
  -1% | -22
CCOP(=O)(OCC)C(Nc1cccc([N+](=O)[O-])c1)c1ccc(OC)cc1 (stereo not given)
  ? | ·
CS(=O)(=O)N(CC(=O)N/N=C/c1ccccn1)c1ccc(Oc2ccccc2)cc1
  18% | -4

The list goes on.
SMILES | S3 lipid droplet | S3 lipid droplet cell count max
Cc1cccc(OCC(=O)NCc2nc(-c3ccccc3)no2)c1 | ? | ·
COc1ccc(N(CC(O)Cn2c3ccccc3c3ccccc32)S(=O)(=O)c2ccccc2)cc1 (stereo not given) | ? | ·
CCn1c(SCC(=O)N(Cc2ccccc2)C2CCS(=O)(=O)C2)nc2ccccc2c1=O (stereo not given) | 24% | -7
Cc1onc(-c2ccccc2)c1C(=O)Nc1ccc(C(=O)N2CCCCC2)cc1 | 20% | -1
Cc1ccc(N=C/C(C(=O)C(F)(F)F)=C(\O)c2cccs2)cc1 | -7% | -13
COc1ccc(CNC(=O)[C@H](NC(=O)C2CCN(C(=O)[C@@H](N)CCSC)CC2)C(C)C)cc1 | -6% | -7
CN1CCN(c2oc(-c3ccccc3F)nc2S(=O)(=O)c2ccc(Cl)cc2)CC1 | ? | ·
Fc1ccc(/C=N/Nc2nccnc2Cl)cc1 | -8% | -1
CCC(=O)Nc1cc2c3c(c1)CCC(=O)N3CCC2 | i | 6
COc1cc2c(cc1OC)C1=C(C#N)COCN1CC2 | ? | ·
CC(C)(C)c1ccc(S(=O)(=O)NCc2ccc(C(=O)NCc3ccccn3)cc2)cc1 | 11% | 5
Cc1ccc(C(=O)NCCCNC(=O)c2cccnc2)cc1 | ? | ·
CC(C)CCNC(=O)c1c(CSc2ccccc2)noc1C(=O)NCc1ccccc1 | 14% | 5
CC(C)(C)c1csc(NC(=O)Cn2cnc3ccccc3c2=O)n1 | ? | ·
Cc1cccc(C)c1NC(=O)CN(c1ccccn1)S(=O)(=O)c1ccccc1 | ? | ·
CC1=C(C#N)C(NC(=O)C2CC2)(C(F)(F)F)C(=O)N1 (stereo not given) | ? | ·
COc1ccc(NCC(=O)Nc2ccc(Br)cc2F)c(OC)c1 | 6% | 9
COc1cc(C(=O)NCC2(c3ccccc3)CCCC2)cc(OC)c1OC | ? | ·
CC(C)c1[nH]nc2c1C(Cc1ccccc1)C(C#N)=C(N)O2 (stereo not given) | ? | ·
Cc1n[nH]c(C)c1CCN(C)Cc1cn(C)nc1-c1ccc2c(c1)OCCO2 | 18% | 27
CCOC(=O)NNS(=O)(=O)c1cc(Br)ccc1Br | i | ·
CCO[C@@H]1OC(C(=O)Nc2ccccc2)=C[C@H](c2ccc3c(c2)OCO3)[C@H]1CCCO | ? | ·
COc1ccccc1C1CCN(c2cc(O)ccc2[N+](=O)[O-])CC1 | ? | ·
O=C1CC[C@@H](CN(Cc2ccccn2)Cc2nc(Cc3ccccc3)no2)N1 | ? | ·
CCCOc1cc(C)c(S(=O)(=O)NC2CC(C)(C)NC(C)(C)C2)cc1C | ? | ·

(next part)
SMILES | S3 lipid droplet | S3 lipid droplet cell count max
CCOC(=O)Cn1c(=NC(=O)CC)sc2c(C)cc(C)cc21 | ? | ·
CCOc1ccc(S(=O)(=O)N2CCC(C(=O)N3CCN(c4ccccc4F)CC3)CC2)cc1C | ? | ·
CCCn1c(=O)c2[nH]cnc2n(-c2ccc(Cl)cc2)c1=O | 6% | 26
CCOC(=O)C1(CCOC)CCN(CC(C)Cc2ccc3c(c2)OCO3)CC1 (stereo not given) | ? | ·
O=C(OCc1nc(-c2ccccc2Cl)no1)c1ccco1 | 27% | 1
CC(C)(C)C(=O)Nc1ccc(C(=O)N/N=C/c2ccccc2OC(=O)c2ccc(Cl)cc2)cc1 | 20% | -1
O=C(NCCc1ccc(Cl)cc1)C(=O)c1c[nH]c2ccccc12 | ? | ·
COc1ccnc(NCc2ccc(Cl)cc2)c1C#N | ? | ·
CCCc1oc(C(=O)O)cc1CN1CCOCC1 | ? | ·
CNC(=O)[C@H](C)[C@@H]1C[C@@]1(C)[C@@H](NC(=O)OCc1ccccc1)c1ccccc1 | 24% | -8
COCCn1c(=S)[nH]c2cc(C(=O)N3CC(C)CC(C)C3)ccc2c1=O (stereo not given) | ? | ·
CC1CCN(c2cc(N3CCOCC3)c(F)cc2[N+](=O)[O-])CC1 | ? | ·
COC(=O)Cc1ccc(NC(=S)NCCCO)cc1 | 18% | 15
COc1ccc(CNC(=O)c2nn(-c3ccccc3)cc2OC)cc1 | ? | ·
O=C(NC(=O)N1CCN(c2cccc(Cl)c2)CC1)c1ccccc1 | i | ·
COc1ccc(/C=C(\C#N)C(=O)Nc2cc(S(=O)(=O)N3CCOCC3)ccc2N2CCCC2)cc1 | 10% | 9
COC(=O)CN(c1ccc(C)cc1)S(=O)(=O)c1ccc2c(c1)n(C)c(=O)c(=O)n2C | -13% | -21
COc1ccc(S(=O)(=O)NNC(=O)C2CC(c3cccnc3)=NO2)cc1 (stereo not given) | ? | ·
O=C(CN1CCN(S(=O)(=O)c2ccc(Cl)cc2)CC1)Nc1ccc2c(c1)OCO2 | ? | ·
O=C1N=C(N2CCCC2)S/C1=C\c1ccccc1 | -2% | -10
Cc1ccc(C(=O)NCCC(=O)NCc2cc(=O)n(C)c(=O)n2C)cc1 | ? | ·
Cc1ccc(C)c(S(=O)(=O)Nc2cc3c4c(c2)CCN4C(=O)CC3)c1 | i | ·
Cc1ccc(S(=O)(=O)N2CCCCC2)cc1C(=O)NCCc1ccccc1 | ? | ·
O=C(NCc1cccs1)c1cc(-c2ccccc2)nc2ccccc12 | ? | ·
O=c1[nH]c(SCc2nc3ccccc3c(=O)n2-c2ccccc2C(F)(F)F)nc2ccccc12 | ? | ·

(more compounds)
SMILES | S3 lipid droplet | S3 lipid droplet cell count max
O=S(=O)(Nc1ccc(C(F)(F)F)cc1)c1cnc[nH]1 | ? | ·
COc1ccc(CCNC(=O)C2CCCN(S(C)(=O)=O)C2)cc1 (stereo not given) | -22% | 15
COCCN(C(=O)CC1OC(=O)c2ccccc21)c1c(N)n(Cc2ccccc2)c(=O)[nH]c1=O (stereo not given) | ? | ·
CCOC(=O)c1c(C)c(C#N)c2c3ccccc3ccn12 | ? | ·
CCCC(=O)N1CCN(c2ccc(NC(=O)c3ccccc3)cc2)CC1 | 17% | 1
COc1ccccc1C1CC(c2ccc(NS(C)(=O)=O)cc2)=NN1S(=O)(=O)c1ccccc1 (stereo not given) | i | -22
Cc1ccc(S(=O)(=O)c2ncccc2N)cc1 | 5% | 16
CCCn1c(SCC(=O)Nc2ccc(Cl)cc2)n[nH]c1=O | ? | ·
CCOc1ccc(C(=O)NC(C(=O)NCCc2ccc(OC(F)F)cc2)C(C)C)cc1 (stereo not given) | ? | ·
COC(=O)c1ccccc1SC1CC(=O)N(c2ccccc2)C1=O (stereo not given) | 7% | -4
CCOC(=O)CN1N=C(c2ccc(Cl)s2)CSC1=O | 1% | 9
Cc1c([N+](=O)[O-])cc(C(=O)Oc2cccc(C(=S)N3CCOCC3)c2)cc1[N+](=O)[O-] | ? | ·
Cc1nnc(Sc2c(-c3ccccc3)c3ccc(Cl)cc3[nH]c2=O)s1 | -2% | 2
COc1ccc(-c2cc(C(=O)N(C)CC(=O)Nc3ccccc3Cl)c3ccccc3n2)cc1OC | ? | ·
CCOC(=O)c1sc(-c2ccc(F)cc2)cc1N | i | ·
Cc1cccc(OCCCC(=O)O)c1C | 11% | -13
O=C1N/C(=C/c2ccc(N3CCCC3)cc2)C(=O)N1c1ccccc1 | -29% | -1
COCCN(CC(=O)Nc1cccc(C)c1C)C(=O)c1cc(-c2ccncc2)nc2ccccc12 | ? | ·
Cc1csc(OCc2ccc(C#N)cc2)n1 | i | ·
O=C(c1nc2ccc(Cl)cn2c1CN1CCC[C@H]1CO)N1CCCCCCC1 | -2% | -3
COc1ccc(C(CNC(=O)c2cccn2C)N2CCOCC2)cc1 (stereo not given) | 9% | 7
c1ccc(Cn2nnc3c(N4CCCC4)ncnc32)cc1 | ? | ·
Cc1ccc(C)c2nc(Cl)c(C3NC(=O)c4ccccc4N3)cc12 (stereo not given) | 7% | 5
O=C(CCS(=O)(=O)c1ccccc1)Nc1nnc(C(F)(F)F)s1 | i | 7
CC(C)c1ccc(C(=O)NN2CCOCC2)cc1 | ? | ·

Going on with the list.
SMILES | S3 lipid droplet | S3 lipid droplet cell count max
O=S(=O)(NC1CCCCC1)c1ccc(Cl)s1 | ? | ·
Cc1cc(C(=O)COc2ccc(C#N)cc2)c(C)n1C1CC1 | ? | ·
CCCC(=O)Nc1nc2nc(-c3ccccc3)cc(=O)n2[nH]1 | ? | ·
CN(Cc1ccccc1)C(=O)CC(c1ccccc1)c1cc(Cl)ccc1O (stereo not given) | ? | ·
Cn1cccc1Cc1nnc(SCC(N)=O)n1CCc1ccccc1 | 29% | 6
C#CCOCCOCCOCCNc1nc(N2CCOCC2)nc(N2CCN(C(=O)[C@H](Cc3ccc(O)cc3)n3cc([C@@H](N)C(C)CC)nn3)CC2)n1 (stereo not given in full) | -11% | 11
C=CCn1c(SCC(=O)c2ccc(O)c(O)c2)nnc1-c1ccc(C)cc1 | ? | ·
CC1=NN(c2ccc([N+](=O)[O-])cc2)C(c2ccccc2)C1 (stereo not given) | 4% | 7
Cn1cc(S(=O)(=O)Nc2ccc(Cl)cc2Cl)c(=O)n(C)c1=O | -18% | -24
O=C(COc1ccc(F)cc1Br)N1CCc2ccccc21 | ? | ·
CN1C/C(=N\S(=O)(=O)c2ccccc2)N(C)C1=O | 0% | 9

Ten entries already listed, arranged by number of heavy atoms, descending:
SMILES | S3 lipid droplet | S3 lipid droplet cell count max
C#CCOCCOCCOCCNc1nc(N2CCOCC2)nc(N2CCN(C(=O)[C@H](Cc3ccc(O)cc3)n3cc([C@@H](N)C(C)CC)nn3)CC2)n1 (stereo not given in full) | -11% | 11
O=C(c1nc2ccc(Cl)cn2c1CN1CCC[C@H]1CO)N1CCCCCCC1 | -2% | -3
CN(Cc1ccccc1)C(=O)CC(c1ccccc1)c1cc(Cl)ccc1O (stereo not given) | ? | ·
COc1ccc(C(CNC(=O)c2cccn2C)N2CCOCC2)cc1 (stereo not given) | 9% | 7
Cc1ccc(C)c2nc(Cl)c(C3NC(=O)c4ccccc4N3)cc12 (stereo not given) | 7% | 5
O=C(CCS(=O)(=O)c1ccccc1)Nc1nnc(C(F)(F)F)s1 | i | 7
Cn1cc(S(=O)(=O)Nc2ccc(Cl)cc2Cl)c(=O)n(C)c1=O | -18% | -24
CC1=NN(c2ccc([N+](=O)[O-])cc2)C(c2ccccc2)C1 (stereo not given) | 4% | 7
CC(C)c1ccc(C(=O)NN2CCOCC2)cc1 | ? | ·
O=S(=O)(NC1CCCCC1)c1ccc(Cl)s1 | ? | ·
